Screening results as filed in PubChem BioAssay.
Coupling enz – qHTS Assay for Inhibitors of Fructose-1,6-bisphosphate Aldolase from Giardia Lamblia: Coupling assay counterscreen | coupling enzyme system counterscreen, AmpLite Red fluorescence | activity change, negative = inhibition, % at 58.2 µM, hits read low | hit rate 0.67% among 290,000 | AID 2472, 2010; in the data active = activity change below about -30%
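Counterscreen of the coupled detection system alone, without aldolase: glyceraldehyde-3-phosphate coupling enzymes plus AmpLite Red readout. Compounds at 57.5 uM final, 10 min RT preincubation, 20 min RT reaction, fluorescence 525/598 nm.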
The depositor's hits bear a star; & = joins results of further samples. % is scaled to controls: 0 for no effect and ±100 for the full control effect.

| Compound | Coupling enz |
| --- | --- |
| COc1ccc(Oc2ncc3nc(-c4ccc(Cl)cc4)c(=O)n(CCC#N)c3n2)cc1 | -0.2 |
| CCCCC/C=C\CC1OC1C/C=C\C/C=C\CCCC(=O)O (centres undefined) | 1.3 |
| N#Cc1ccc(CN2CC[C@@]3(CCCN(C(=O)c4cccc(F)c4)C3)C2)cc1 | 1.1 |
| COC(=O)C1=C[C@@H](C(=O)OC)C2C3=C(C(=O)[C@]2(CC(C)C)NC(=O)c2ccccc2)[C@H](C)n2c(=O)n(-c4ccccc4)c(=O)n2[C@@H]3C1 (some centres undefined) | -0.2 |
| C[C@@H](C(=O)Nc1ccc2ccccc2c1)[C@@H]1C[C@@]1(C)[C@@H](NC(=O)c1ccncc1Cl)c1ccccc1 | 0.4 |
| COC(=O)[C@H]1O[C@@H](c2cc(OC)c(C)c(OC)c2OCc2ccccc2)[C@H](C)[C@H]2O[C@@]12C | 1.4&1.3 |
| CC(=O)Nc1ccc(S(=O)(=O)N2CCc3nc(COc4ccccc4)c4c(c3C2)CO[C@@H](C)C4)cc1 | -0.2 |
| COc1cc(OC)c2c(C)cc(=O)oc2c1C(CCN1CCCC(C)C1)c1ccc(N(C)C)cc1 (centres undefined) | 3.6 |
| C=C(C)C(O)C(CC/C=C(\C)C(=O)OCC)OC (centres undefined) | 1.3 |
| COc1ccccc1-c1coc2cc(O)ccc2c1=O | -1.9 |
| CCOC(=O)N1C(COCc2ccccc2)C=CCS1(=O)=O (centres undefined) | 0.6 |
| CCN1C(=O)[C@@H]2[C@H]3C(=CC[C@@H]2C1=O)C1(OCCCO1)[C@H]1O[C@@H]1[C@H]3O | -27.1 |
| COc1cccc(Cn2c(=O)c(C)nc3cnc(Oc4ccccc4)nc32)c1 | -10.7 |
| Cc1noc(C)c1S(=O)(=O)N1CCc2nc(COc3ccccc3)c3c(c2C1)CO[C@@H](C)C3 | -2.1 |
| c1csc(CNc2ncncc2-c2ccoc2)c1 | 4.6 |
| CC(=O)NCCNc1ncncc1-c1ccc(N(C)C)cc1 | -1.0 |
| CN1c2cc3c(cc2N=C(c2ccc(C(=O)O)cc2)c2ccccc21)C(C)(C)CCC3(C)C | 1.0 |
| C[C@H]1Cc2c(-c3ccccc3)nc3c(c2CO1)CN(C(=O)Cc1cccs1)CC3 | 2.7 |
| COCCn1c(=O)c(-c2ccc(F)cc2)nc2cnc(Nc3cccc(OC)c3)nc21 | 4.4 |
| CCCCCCCCCCCCC/C=C/[C@@H](O)C(CO)NC(C)=O (some centres undefined) | -2.4 |
| CN(C)c1ccc(CNC(=O)C2(C)C=CCN2C(=O)c2ccccc2)cc1 (centres undefined) | -0.6 |
| O=C1C=C[C@@H](O)[C@H]2[C@@H]3C(=O)N(C4CCCCC4)C(=O)[C@@H]3CC[C@H]12 | 2.9 |
| CC(=O)O[C@@]1(C(C)=O)CCC2C3C=C(Cl)C4=CC(=O)CC[C@]4(C)C3CC[C@]21C (some centres undefined) | -0.8 |
| O=C(c1cccc(F)c1)N1CCC2(CC1)CCN(c1ccc(-c3ccccc3)cc1)CC2 | 1.1 |
| C[C@@H]1/C=C\CC(=O)OC[C@H](C)C(=O)N[C@@H](C)C(=O)OC1 | 4.4 |
| c1ccc(-c2n[nH]c3c2oc2ccccc23)cc1 | -1.5 |
| CCc1ccc(C2/C=C\CNC(c3ccccc3)C(=O)N2Cc2ccc(C)cc2)cc1 (centres undefined) | 0.3 |
| CC(C)NC[C@@H](O)COc1ccc(COCCOC(C)C)cc1 | -0.9&2.2 |
| CC(=O)OC[C@@H]1O[C@@H](O/N=C2/C[C@@H](O)[C@@H](O)[C@@H]3[C@H]4C(=O)N(c5ccc(F)cc5F)C(=O)[C@@H]4CC[C@@H]23)[C@H](OC(C)=O)[C@H](OC(C)=O)[C@@H]1OC(C)=O | 2.4 |
| CC(=O)N1CCC[C@@]2(CCN(Cc3ccccc3)C2)C1 | 4.2 |
| CCCC[C@H](NC(=O)[C@H](CC(C)C)NC(=O)[C@@H](Cc1c[nH]c2ccccc12)NC(=O)[C@H](Cc1ccccc1)NC(=O)[C@@H](Cc1c[nH]c2ccccc12)NC(=O)[C@H](CC(N)=O)NC(=O)[C@@H](Cc1c(Cl)cccc1Cl)NC(=O)[C@@H]1CCCN1C(=O)[C@H](Cc1ccccn1)NC(=O)[C@@H]1CCCN1C(=O)[C@H](N)CCCCNC(=O)c1cccnc1)C(N)=O | -1.2 |
| CC[C@H](C)[C@H](NC(=O)OCC1c2ccccc2-c2ccccc21)C(=O)O | 14.8 |
| Cc1cc2c(nc1C)CCCN2C[C@@H](O)CN1CCN(C)CC1 | -0.1 |
| CCCn1c(-c2ccc(F)cc2)nc2c(NCCN3CCSCC3)nc(C)nc21 | 1.2 |
| CO[C@H]1COC(=O)C/C=C\[C@@H](C)COC(=O)[C@@H](C)NC(=O)C/C=C\[C@@H]1C | 3.1 |
| CCCCCCCC1=CC2=CC(=O)C(C)(O)C(=O)C2=CN1CCCC (centres undefined) | -5.6 |
| C/C=C1\C2C=C(C)C[C@@]1(N)c1ccc(=O)[nH]c1C2 | 0.6 |
| CC(O)c1cccc2cc(C(O)CNC(C)(C)C)oc12 (centres undefined) | 0.1 |
| O=C1CCC=C1C(O)c1ccc2c(c1)OCO2 (centres undefined) | 0.7 |
| CC#CC(=O)Nc1cc2c(Nc3ccc(F)c(Cl)c3)ncnc2cn1 | -44.1* |
| CC(=O)[C@@]1(O)[C@H](O)CC2C3CCC4CC(O)CC[C@]4(C)C3CC[C@@]21C (some centres undefined) | -2.3 |
| CC1=CC(=O)C2=C(C)C[C@H](OC(=O)Cc3ccccc3)C3[C@H](OC(=O)[C@H]3C)C12 (some centres undefined) | -0.7 |
| CC(=O)N1CCC[C@@]2(CCN(C(=O)Nc3cccc(C#N)c3)C2)C1 | 1.7 |
| Nc1ncnc2c1nc(Br)n2[C@@H]1O[C@H]2COP(=O)(O)O[C@@H]2[C@@H]1O | 4.7 |
| CCc1cccc2nc3c(c([Si](CC)(CC)CC)c12)Cn1c-3cccc1=O | -0.5 |
| COc1ccc(CNc2ncncc2-c2ccoc2)c(OC)c1 | 0.0 |
| Cn1cccc1C(=O)N1CCC[C@@]2(CCN(c3ccccn3)C2)C1 | -4.0 |
| COc1ccc(-c2nc3c(c4c2C[C@H](c2ccccc2)OC4)CN(C(=O)Cc2cccs2)CC3)c(C)c1 | 1.1 |
| CC(=O)OCC1OC(C#Cc2ccccc2)C=CC1O (centres undefined) | 1.5 |
| C=CCNC1=C2C[C@@H](C)C[C@H](OC)[C@H](O)[C@@H](C)/C=C(\C)[C@H](OC(N)=O)[C@@H](OC)/C=C/C=C(\C)C(=O)NC(=CC1=O)C2=O | -25.7 |
| Cc1ccc(S(=O)(=O)N[C@H]2COC(=O)[C@@H](C)COC(=O)C/C=C\[C@H]2C)cc1 | 1.4 |
| CC(C)(O)CCC(O)[C@@](C)(O)C1CC[C@]2(O)C3=CC(=O)C4CC(O)C(O)C[C@]4(C)C3CC[C@]12C (some centres undefined) | -2.1 |
| Cc1ccc2oc(=O)c3c4cc(O)c(O)c(C)c4oc3c2c1 | -0.3 |
| CC(=O)OC1CC(OC(C)=O)[C@]2(C)C(CC(O)[C@]3(C)C2CC[C@@]2(C)C(c4ccoc4)OC(=O)C4O[C@]432)C1(C)C (some centres undefined) | -2.6 |
| C=CCC1C=CC(Oc2ccc(F)cc2C)C(CO)O1 (centres undefined) | -1.5 |
| COc1ccc(Oc2ncc3nc(-c4cn(C)c5ccccc45)c(=O)n(C)c3n2)cc1 | -3.0 |

2 of the compounds above, with each value named.
Cc1ccc(S(=O)(=O)N[C@H]2COC(=O)[C@@H](C)COC(=O)C/C=C\[C@H]2C)cc1
  Coupling enz = 1.4
CC(C)(O)CCC(O)[C@@](C)(O)C1CC[C@]2(O)C3=CC(=O)C4CC(O)C(O)C[C@]4(C)C3CC[C@]12C (some centres undefined)
  Coupling enz = -2.1

Later entries:
| Compound | Coupling enz |
| --- | --- |
| COc1ccc(-c2cc(C3C4C=CCCC4(C)C(=O)N3Cc3ccccc3)ccc2F)cc1OC (centres undefined) | -0.4 |
| C=CC1=C2C=C(C3CC3)N(CCCOC(C)C)C=C2C(=O)C(C)(OC(=O)c2ccco2)C1=O (centres undefined) | -32.4* |
| COCOc1c2c(c(OCOC)c3c(OCOC)cccc13)/C(=N/N[S+](=O)([O-])c1ccc(C)cc1)C1=C2CCCC1 | -7.3 |
| COc1ccc2oc(-c3ccc(O)cc3)cc(=O)c2c1 | 1.2 |
| N[C@H](Cc1cnc[nH]1)C(=O)O | -1.5 |
| Cc1cccc(CNc2nc(-c3c(C)noc3C)nc3ccccc23)c1 | -0.2 |
| C=CC(C1=CC(=O)C=CC1=O)c1ccccc1 (centres undefined) | -18.2 |
| CC[C@H](C)[C@H](NC(=O)CNC(=O)[C@H](CCCNC(=N)N)NC(=O)[C@H](CO)NC(=O)[C@H](C)NC(=O)[C@H](Cc1ccc(O)cc1)NC(=O)[C@H](Cc1c[nH]c2ccccc12)NC(=O)[C@H](C)NC(=O)[C@@H]1CCCN1C(=O)[C@H](CC(N)=O)NC(=O)[C@@H](NC(=O)[C@H](CC(=O)O)NC(=O)[C@@H]1CCCN1C(=O)[C@@H](N)[C@@H](C)O)[C@@H](C)CC)C(=O)N[C@@H](CCCNC(=N)N)C(=O)N1CCC[C@H]1C(=O)N[C@H](C(=O)NCC(=O)N[C@@H](CCCNC(=N)N)C(=O)N[C@@H](Cc1ccccc1)C(N)=O)C(C)C | 6.7 |
| COc1cccc(-c2nc(NCc3ccc(OC)cc3OC)c3ccccc3n2)c1 | 0.2 |
| CCCCC/C=C\C/C=C\CCCCCCCC(=O)NCCc1ccc(O)c(O)c1 | 2.5 |
| C[C@H]1COC(=O)O1 | -2.9 |
| COc1cccc(-c2nc(Nc3ccncc3)c3ccccc3n2)c1 | -1.1 |
| CCCCNc1nc(C)nc2c1nc(-c1ccccc1)n2CCN1CCCCC1 | 1.0 |
| O=C1Nc2ccccc2C(=O)N2CCC[C@@H]12 | -0.1 |
| O=C(CCCC[C@@H]1SC[C@H]2NC(=O)N[C@H]12)Nc1ccc(C(=O)O)cc1 | 1.5 |
| Cc1c(-c2ccc(O)cc2)nn(-c2ccc(O)cc2)c1-c1ccc(OCCN2CCCCC2)cc1 | 0.6 |
| CC(C)(C)OC(=O)N1CC23CC(c4ccc(F)cc4)C(CC2S1(=O)=O)O3 (centres undefined) | 1.9 |
| CC(C)C[C@@H](CC(=O)N[C@H](CC(=O)N[C@@H]1CCCC[C@H]1C(=O)N[C@H](CC(=O)N[C@@H](CCC(=O)O)CC(=O)O)CC(C)C)C(C)C)NC(=O)[C@@H]1CNCC[C@H]1N | 0.3 |
| CO[C@@H](CCOCc1ccccc1)C[C@H]1O[C@H](C(=O)OC(C)C)C=C[C@@H]1C | 1.6 |
| COCCNC(=O)C1(CC(C)C)C=CCN1C(C)=O (centres undefined) | 2.1 |
| CCOC(=O)[C@H](Cc1ccc(O)cc1)NC(=O)c1ccccc1 | 1.6 |
| COc1ccc(OC2C(O)COC2/C=C/c2ccccc2)cc1 (centres undefined) | 0.5&0.2 |
| COC(=O)c1ccc(C#CC(NP(=O)(c2ccccc2)c2ccccc2)c2ccccc2)cc1 (centres undefined) | 4.6 |
| COc1ccccc1-c1cc(-n2ccnc2)ncn1 | 1.2 |
| Cc1nc(NCc2ccccc2)c2nc(-c3ccccc3)n(CCN3CCCC3)c2n1 | 7.3 |
| Cc1cnc(CNc2nc(-c3ccccc3Cl)nc3ccccc23)cn1 | 0.1 |
| Cc1cccc(CNc2ccnc(-c3ccc(C(=O)N(C)C)cc3)n2)c1 | -0.2 |
| COC(=O)[C@H](C)NC(=O)[C@@H](C)CO | 2.1 |
| COC(=O)/C(Cc1cc(Br)c(OC)c(Br)c1O)=N/O | -1.4 |
| CSCC[C@@H]1NC(=O)C/C=C\[C@@H](C)COC(=O)[C@@H](C)COC1=O | 2.6 |
| Cc1cnc(CNc2ncnc3ccc(-c4ccccc4C(F)(F)F)cc23)cn1 | 0.1 |
| CC(=O)OCC1=C(C(=O)O)N2C(=O)C(NC(=O)CSc3ccncc3)[C@@H]2SC1 (some centres undefined) | -0.1 |

Pulled by structure from the entries so far:
| Compound | Coupling enz |
| --- | --- |
| Cc1cnc(CNc2nc(-c3ccccc3Cl)nc3ccccc23)cn1 | 0.1 |
| CC(=O)OCC1=C(C(=O)O)N2C(=O)C(NC(=O)CSc3ccncc3)[C@@H]2SC1 (some centres undefined) | -0.1 |
| Cc1cccc(CNc2ccnc(-c3ccc(C(=O)N(C)C)cc3)n2)c1 | -0.2 |
| COC(=O)[C@H](C)NC(=O)[C@@H](C)CO | 2.1 |

(continued)
| Compound | Coupling enz |
| --- | --- |
| COC(=O)C1C(C)OC(=O)NC1c1ccccc1 (centres undefined) | 0.4 |
| COc1ccccc1C1(O)CCN(CCCn2c3ccccc3c3ccccc32)CC1 | 4.3 |
| O=C(Nc1ccccc1)N1CC[C@@]2(CCCN(C(=O)c3cc(C(F)(F)F)cc(C(F)(F)F)c3)C2)C1 | 1.2 |
| CC(C)CO/N=C1/C[C@@H](O)[C@@H](O)[C@@H]2[C@@H]3C(=O)N(C4CCCCC4)C(=O)[C@H]3CC[C@@H]12 | 0.2 |
| COc1ccc(CNc2ncnc3ccc(-c4ccc(N(C)C)cc4)cc23)c(OC)c1 | -22.5 |
| COc1ccc(O[C@H]2C=C[C@@H](c3ccccc3)O[C@H]2COC(=O)N2CCCCC2)cc1 | -2.3 |
| CNc1nc(-c2ccccc2CN(C)C)nc2ccccc12 | -1.0 |
| CC1(C)OCC(CSC2=C(SCC3COC(C)(C)O3)C(=O)c3ncccc3C2=O)O1 (centres undefined) | -87.1* |
| CCC/C=C/C1C(=O)C2OC2C2(OCC(CC)(CC)CO2)C1CO (centres undefined) | 2.4 |
| C=CCC1CCC(=O)N2CCCC12 (centres undefined) | 0.0 |
| Fc1ccc(C2=NCCC(c3ccccc3)O2)cc1 (centres undefined) | -0.1 |
| N#Cc1ccc(CN2CCCC3(CCN(C(=O)c4cnccn4)CC3)C2)cc1 | 1.1 |
| C[C@@H]1CC[C@H]2C(=O)O[C@H](CN=[N+]=[N-])CN2[C@@H]1c1ccc(Br)cc1 | 1.2 |

This is a subset; count on the stated rates, not on these rows.
